Source: PubChem BioAssay
TAAR1 agonist = human TAAR1 agonism | Q96RJ0 | CHO RD-HGA16 TAAR1, Fluo-8 calcium fluorescence; vehicle wells 0%, saturating PEA agonist 100% | activation, % at 3 µM | 360,000 compounds, 0.99% hits | AID 624467;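 active = activation above the mean activation of all test compounds in the run plus 3 SD, cut at about 38% in these data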
Target sequence (Q96RJ0 whole entry, looked up): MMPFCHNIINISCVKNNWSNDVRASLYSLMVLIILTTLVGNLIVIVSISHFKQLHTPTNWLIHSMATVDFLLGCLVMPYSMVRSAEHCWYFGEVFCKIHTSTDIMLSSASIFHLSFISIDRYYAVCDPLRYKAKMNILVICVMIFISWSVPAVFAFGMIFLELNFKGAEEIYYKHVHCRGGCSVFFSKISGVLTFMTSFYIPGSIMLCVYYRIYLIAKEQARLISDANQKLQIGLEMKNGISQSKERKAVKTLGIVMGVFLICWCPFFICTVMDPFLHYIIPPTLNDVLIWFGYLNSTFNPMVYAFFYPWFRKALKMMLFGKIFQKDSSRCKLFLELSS
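Test system: RD-HGA16 (CHO) cells co-expressing Gα16 and hTAAR1 | Doses: Single dose, 3 µM | Schedule: 17-24 h seeding, 75 min 37 °C dye, 30 min RT | Evaluation: % activation from peak over basal fluorescence ratio, DMSO-to-PEA scaled | Technique: Kinetic Fluo-8 calcium fluorescence | Benchmarks: Low control DMSO, high control PEA (EC100)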
V1R ag counter = V1a receptor agonism, counter-screen for OXTR agonists; P37288; CHO-V1R cells, Fluo-8 calcium fluorescence, agonist mode; 0% DMSO, 100% 3 nM vasopressin; activation, % at 3 µM; 320,000 compounds, 0.25% hits; AID 2797;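 active = activation above the mean activation of all tested compounds plus 3 SD, per screening run, cut at about 20% in these data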;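 also: signal is peak over basal fluorescence ratio across a 100 second FLIPR read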
OXTR potentiate = human OXTR potentiation; P30559; activation, % at 3 µM; AID 2445; 320,000 compounds, 0.061% hits; CHO-OTR cells, Fluo-8 calcium fluorescence, potentiator mode; 0% = oxytocin EC15, 100% = EC100;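 active = activation above that plate's cutoff, the mean activation of tested compounds plus 3 SD, cut at about 6.6% in these data, passing the limit was not always enough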;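 also: 100% uses oxytocin at 75 nM as the full agonist control; some results filed as inactive read as strong as hits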
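Replication – single well per compound, singlicate · Assay system – CHO cell line stably expressing human OTR · Timing – 6 min pre-incubation, 100 s read · Measure – normalized max/min fluorescence ratio, % activation · Doses – 3.0 µM, one dose · Detection – Fluo-8 calcium dye fluorescence · Probe or stimulus – oxytocin near EC15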
OXTR agonist = agonists of human oxytocin receptor; AID 2435; P30559; CHO-OTR cells, Fluo-8 calcium fluorescence; normalized: DMSO 0%, oxytocin 100%; 320,000 compounds, 0.32% hits; activation, % at 3 µM;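 active = activation above the mean of all tested compounds plus 3 SD, cutoff set per screening run, cut at about 20% in these data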;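 also: peak over basal fluorescence ratio from a 100 s FLIPR kinetic read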
TAAR1 antagonist = antagonists of human TAAR1 | Q96RJ0 | CHO RD-HGA16 TAAR1, Fluo-8 calcium fluorescence, antagonist | inhibition, % at 3 µM | 360,000 compounds, 1.5% hits;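 active = inhibition above a per-plate cutoff, the mean inhibition of test compounds on that plate plus 3 SD, cut at about 49% in these data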;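 also: 0% = DMSO plus EC80 beta-PEA response and 100% = DMSO alone without agonist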
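Material: CHO RD-HGA16 cells bearing hTAAR1; compound dosing: one-point dosing, 3 µM nominal final; schedule: dye loading 75 min at 37 °C, then 30 min room temperature; measured by: calcium fluorescence with Fluo-8; control set: vehicle and agonist controls; replication: n of 1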
CHO parental Ca = counter-screen for OX1R antagonists: effect in parental CHO cells | inhibition, % at 5.6 µM | AID 463079 | parental CHO-K1, ATP-induced calcium, Fluo-8 fluorescence | 330,000 compounds, 0.63% hits;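 active = inhibition above that plate's mean sample inhibition plus 3 SD, cut at about 26% in these data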;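 also: 0% = ATP-challenged DMSO wells and 100% = DMSO wells without ATP; some compounds past the cut are filed as inactive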
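Test system: untransfected parental CHO cell line; also added: ATP stimulus; dosing: 5.6 µM, single dose; signal: calcium-sensitive Fluo-8 fluorescence; measure: percent inhibition of ATP-evoked calcium rise, normalized to controls; benchmarks: low control ATP plus DMSO, high control DMSO only; replication: one well per compound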
M1 PAM = potentiates human M1 receptor response to acetylcholine; CHO-K1 hM1, Fluo-8 calcium fluorescence, ACh EC20; 0% = ACh EC20, 100% = maximal ACh; AID 588819; activation, % at 3 µM; 360,000 compounds, 0.088% hits; P11229; in the data active = activation above about 19%, passing the limit was not always enough
Target sequence (P11229 whole entry, looked up): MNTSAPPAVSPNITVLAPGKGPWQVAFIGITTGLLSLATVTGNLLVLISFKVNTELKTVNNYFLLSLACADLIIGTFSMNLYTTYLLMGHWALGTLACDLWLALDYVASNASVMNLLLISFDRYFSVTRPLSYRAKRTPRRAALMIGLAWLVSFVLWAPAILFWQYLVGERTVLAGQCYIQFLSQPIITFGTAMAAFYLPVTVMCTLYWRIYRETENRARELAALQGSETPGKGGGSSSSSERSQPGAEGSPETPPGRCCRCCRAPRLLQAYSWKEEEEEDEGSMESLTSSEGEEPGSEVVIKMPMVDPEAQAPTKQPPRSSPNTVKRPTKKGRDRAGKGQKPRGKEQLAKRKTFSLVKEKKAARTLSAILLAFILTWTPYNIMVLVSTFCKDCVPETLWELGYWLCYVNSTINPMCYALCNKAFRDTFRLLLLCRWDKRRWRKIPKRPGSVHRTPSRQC
M1 antag = blocks human M1 muscarinic receptor; CHO-K1 hM1, Fluo-8 calcium fluorescence, ACh EC80 antagonist; inhibition, % at 3 µM; 360,000 compounds, 1.3% hits; AID 588852;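 active = percent inhibition above its own plate's cutoff, namely the mean of that plate's compound wells plus 3 SD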;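 also: peak over basal fluorescence ratio during 140 s after agonist addition; 0% = ACh EC80 plus DMSO and 100% = DMSO alone without agonist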
M1 ag = activates human CHRM1 receptor | CHO-K1 hM1, Fluo-8 calcium fluorescence, agonist mode; 0% DMSO, 100% acetylcholine EC100 | activation, % at 3 µM | 360,000 compounds, 0.33% hits | AID 588814;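 active = activation above the run's mean compound activation plus 3 SD, cut at about 16% in these data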;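 also: peak over basal fluorescence ratio within a 140 s kinetic read after compound addition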
Numbers without * were called inactive; nt = no result given. Hits appear at their usual frequency; 3.7% or so of the library scored in one or more.

SMILES | TAAR1 agonist | V1R ag counter | OXTR potentiate | OXTR agonist | TAAR1 antagonist | CHO parental Ca | M1 PAM | M1 antag | M1 ag
COc1cccc(NC(=O)COC(=O)c2nc3nccc(C)n3n2)c1 | 4.8 | 0.6 | -1.6 | 0.3 | 17.9 | -9.1 | 5.3 | -6.4 | -1.4
Cc1ccc(S(=O)(=O)N2CCN(C(=O)c3cc(S(=O)(=O)N(C)C)ccc3N3CCCC3)CC2)cc1 | 0.1 | -0.3 | 3.9 | -0.1 | -26.1 | -30.2 | 13.5 | -17.1 | -3.4
CNC(=S)Nc1cccc(C(=O)OC)c1 | -0.1 | -1.0 | -6.1 | 0.0 | -8.2 | -8.3 | 11.3 | -19.0 | -3.5
CCCN1C(=O)/C(=C/c2ccc(OCc3ccc(C(=O)O)cc3)c(OC)c2)NC1=S | 1.4 | 0.4 | -4.9 | 0.0 | 0.7 | -1.0 | 6.2 | 0.2 | -1.0
COc1ccc(F)c(CN2CCN(CCc3ccccc3)C(CCO)C2)c1 (stereo not given) | 1.5 | 0.0 | -9.2 | 1.2 | 9.6 | -19.1 | 7.8 | 5.4 | -9.4
CC(C)Oc1ccc(C(=O)N/N=C/c2ccc(-c3ccc(S(=O)(=O)Nc4ncccn4)cc3)o2)cc1 | 9.8 | -0.7 | -7.3 | -0.7 | 21.4 | -7.6 | 17.4 | -24.2 | -1.9
COc1ccc(C(=O)NN=C2CCCC2)cc1 | 0.8 | 0.1 | 0.1 | -0.7 | -2.1 | 8.3 | 5.0 | -7.5 | -3.4
CCOC(=O)c1cc2occc2n1CC(=O)NC1CCC(C)CC1 (stereo not given) | 3.9 | -2.1 | 4.2 | -2.0 | -14.8 | -15.6 | 3.5 | -6.2 | -8.8
CCCc1nc2c(nnn2Cc2ccccc2Cl)c(=O)[nH]1 | 0.7 | 0.5 | 4.9 | 0.7 | -13.3 | -21.4 | 2.6 | -5.4 | -4.0
CC(=O)Cn1c(CN2CCN(C(=O)c3ccco3)CC2)nc2c1c(=O)n(C)c(=O)n2C | -0.7 | 1.0 | -1.6 | -0.4 | -2.9 | -5.8 | 3.0 | -0.6 | -2.4
COc1ccc(C(c2c(C)[nH]n(-c3ccccc3)c2=O)c2c(C)[nH]n(-c3ccccc3)c2=O)cc1OC | 24.1 | 1.8 | -6.7 | 2.3 | -9.2 | -2.8 | -3.4 | 14.5 | -0.3
O=C(CCCCl)Nc1c2c(nn1-c1ccccc1)CSC2 | 0.5 | -0.3 | -16.8 | -1.9 | -13.8 | -9.4 | -0.6 | 5.0 | -1.0
CC(=O)N[C@H]1C[C@@H]1c1ccccc1 | 5.4 | 0.3 | -3.9 | 0.4 | 2.4 | 6.2 | 6.7 | -29.1 | -3.1
CC(Oc1ccc(F)cc1)C(=O)Nc1nc(-c2ccccn2)cs1 (stereo not given) | 4.2 | 0.1 | -3.9 | -2.0 | -2.2 | -13.8 | -3.5 | 7.2 | -5.1
COc1ccccc1N(C)S(=O)(=O)c1ccc(C(=O)NCC2CCCCC2)cc1 | 11.9 | 5.4 | -6.2 | 1.1 | 53.2* | -17.1 | -15.1 | 21.9 | -4.5
CCOc1ccccc1NC(=S)NC1CCCCC1 | 1.7 | -1.5 | 0.8 | -2.5 | -4.0 | -11.4 | -6.3 | 9.3 | -6.3
O=c1c2cc([N+](=O)[O-])ccc2nc2n1CCC2 | -0.7 | 0.8 | -3.1 | 0.4 | 3.1 | 0.2 | 16.6 | -10.7 | -5.7
COc1ccc(C(CNC(=O)c2ccc(OCc3ccccc3)cc2)N2CCOCC2)cc1 (stereo not given) | 3.4 | 0.3 | -3.1 | -0.4 | -20.4 | -11.8 | -3.0 | 2.1 | -5.6
COC(=O)c1sccc1NC(=O)c1cc(OC)cc(OC)c1 | 3.6 | 0.9 | -4.2 | -1.2 | -1.4 | -18.1 | 1.0 | -2.6 | -3.3
O=C(O)CN(C1CCCCC1)S(=O)(=O)c1ccc(F)cc1 | 0.0 | 0.0 | 7.0 | 2.3 | -14.0 | -6.6 | 15.9 | -8.9 | -1.6
CC(=O)NC(Cc1ccc(O)cc1)C(=O)NN (stereo not given) | 0.2 | 1.5 | -1.9 | -0.2 | -6.9 | 8.6 | 4.8 | -3.3 | -7.2
Cc1cccc(C)c1NC(=O)C1(C)CCC(=O)N1C1CC1 (stereo not given) | 2.6 | nt | nt | nt | -16.9 | nt | 15.6 | -22.6 | -0.3
COc1ccccc1CN1CCNC(=O)C1CC(=O)N(C)C1CCOCC1 (stereo not given) | 1.5 | nt | nt | nt | -14.9 | nt | 2.7 | -1.0 | -2.8
Cc1ccnn1CC(=O)N/N=C/c1cccs1 | 2.3 | -0.7 | 3.4 | 0.8 | -24.7 | -12.5 | -0.4 | -11.5 | -3.2
O=C(CN1C(=O)c2ccccc2C1=O)Nc1ccccc1F | 9.4 | 0.2 | -1.4 | 1.0 | 2.7 | -11.8 | 4.0 | -9.0 | -3.4
CCn1ncc([C@@H]2C[C@H]3CN(Cc4ccccc4C)C(=O)[C@]34CCCN24)c1C | 1.7 | -0.1 | -3.7 | 1.0 | -23.7 | -17.0 | -6.5 | 2.6 | -11.9
O=S(=O)(Cc1ccc(Cl)cc1)N1CCN(Cc2ccccc2)CC1 | nt | -0.1 | -10.1 | -0.9 | nt | 3.5 | 4.9 | -9.8 | -3.0
Cn1cc(CN2CCC(n3nccc3NC(=O)c3ccccc3Cl)CC2)cn1 | 4.7 | 0.3 | -1.1 | -0.3 | -17.9 | 4.0 | -0.3 | -3.9 | -2.1
CC(=O)c1c(C)[nH]c(C(=O)Nc2cc(S(=O)(=O)N(C)C)ccc2C)c1C | 6.0 | 0.1 | -10.4 | 0.4 | -2.8 | -7.5 | -7.8 | 8.5 | -7.6
Cc1nn2c(COc3ccc(NC(=O)C(C)C)cc3)nnc2c2ccccc12 | 4.0 | -0.4 | -20.8 | -0.6 | -5.7 | -11.8 | 4.9 | -4.0 | -6.1
COCc1cc(C)nc(SCC(=O)Nc2ccc3c(c2)OCCO3)c1C#N | 0.7 | 2.4 | -13.1 | -0.2 | -23.5 | -4.4 | 2.2 | -1.9 | -3.2
COc1c(OC(C)=O)ccc(/C=N\NC(=O)c2ccc(Br)cc2)c1[N+](=O)[O-] | 5.8 | 0.7 | -6.3 | 2.5 | 9.6 | 7.5 | 6.4 | -8.5 | -2.9
O=C(N[C@@H]1C[C@H]2CC[C@@H]1C2)c1ccco1 | 8.6 | -0.3 | 4.9 | 1.9 | -8.0 | -1.8 | 1.6 | 1.5 | -4.6
O=C(COc1cccc(F)c1)Nc1ccc2[nH]c(=O)[nH]c2c1 | 2.9 | 0.2 | -2.4 | 0.2 | -4.3 | 1.2 | 11.8 | -1.3 | -1.6
CCc1nnc(NC=C2C(=O)OC(C)(C)OC2=O)s1 | 19.9 | 0.5 | -3.6 | 0.7 | 8.9 | -2.8 | 4.0 | 0.4 | -3.8
COc1cccc(NC(=O)Cc2ccc3ccccc3c2)c1 | 0.8 | 0.3 | -7.2 | 0.3 | -0.4 | -2.3 | 18.3 | -12.5 | 3.2
CC1=C(C(=O)OCc2ccccc2)C(c2ccccc2)NC(=O)N1CCCCCC(=O)O (stereo not given) | 5.5 | 0.9 | 0.2 | -0.3 | 12.2 | -19.1 | 10.3 | -16.9 | -3.3
O=C(Cn1nnc2ccccc2c1=O)N1CCOCC1 | 1.0 | -0.7 | -0.7 | 0.2 | 13.1 | -3.2 | 2.1 | -3.2 | -4.8
O=C(NCCCCc1ccccc1)c1cccc(NC(=O)C2CCCCC2)c1 | 5.7 | nt | nt | nt | 61.1* | nt | -12.4 | 6.4 | 0.1
COc1ccc(CN(C)CC(=O)Nc2sc3c(c2C#N)CCC3)c(OC)c1 | -2.2 | 0.2 | -8.7 | -0.9 | -12.6 | -22.9 | -7.0 | -0.1 | -9.0
O=C(Nc1cccnc1Oc1ncnc2cc(Cl)ccc12)c1ccc(F)cc1 | nt | -1.2 | -9.7 | -0.3 | nt | -19.0 | nt | nt | nt
COc1ccc(/C=C(\C#N)c2nc3ccccc3[nH]2)cc1O | 1.3 | nt | nt | nt | 0.0 | nt | 12.8 | -19.2 | -2.9
O=C(CS(=O)(=O)c1cn(CC(=O)N2CCOCC2)c2ccccc12)Nc1ccccc1F | -0.1 | 0.3 | -8.2 | -0.3 | -18.6 | -3.8 | 4.5 | -4.8 | -1.7
CC1(C)CC(=O)C2=C(C1)N(c1ncn[nH]1)C(N)=C(C#N)C2c1ccccc1 (stereo not given) | -0.5 | 1.1 | 2.2 | -0.2 | -7.5 | -5.8 | 3.7 | -14.3 | -0.9
COc1ccc(/C=C/c2ccccc2)cc1[C@H]1[C@@H]2C=CCC[C@@]2(C)C(=O)N1Cc1ccccc1 | 5.1 | 1.0 | -2.0 | 0.1 | -12.4 | -33.2 | 15.2 | -22.6 | 2.3
COc1ccc(CCNC(=O)CN(c2ccc(OC)c(OC)c2)S(=O)(=O)c2ccc(C)cc2)cc1 | 4.0 | 4.3 | -11.0 | 2.5 | 12.8 | -23.3 | 1.5 | -5.7 | -5.7
COc1ccc(C)cc1C1=CC(=O)C[C@H](c2ccc(F)cc2)C1 | 13.3 | -1.0 | -2.5 | -0.7 | 33.8 | -39.5 | -0.9 | 5.7 | -4.0
COc1cccc(Cn2c3ccc(NC(=O)Cc4cc(OC)ccc4OC)cc3c(=O)n2C)c1 | 1.2 | nt | nt | nt | 6.3 | nt | 5.7 | -9.0 | -3.9
CC(C)(C)c1ccc(C(=O)Nc2ccccc2Cl)cc1 | 29.1 | -1.1 | -0.1 | -1.1 | 24.8 | -15.9 | 6.0 | -4.0 | -2.3
Cc1ccc(C(=O)CSc2nnc(C)s2)cc1 | 0.2 | -1.4 | -0.9 | -1.4 | 8.0 | -4.7 | 6.2 | -6.1 | -11.8
C/C(=N\NC(=O)c1cc(-c2ccc(Cl)s2)[nH]n1)c1ccncc1 | 4.7 | 3.7 | -9.2 | 3.7 | 20.9 | 5.0 | 3.6 | 5.3 | -5.6
COC(=O)C1(C)NC(c2ccccc2F)C2C(=O)N(c3ccccc3)C(=O)C21 (stereo not given) | 0.0 | 1.4 | -12.1 | -1.2 | 3.0 | -21.0 | 9.0 | -6.5 | 1.1
